# TGFb inhibitor – inhibitors of TGF-b signaling; HepG2 CAGA-GFP TGF-b/SMAD3 reporter, GFP fluorescence, 18 h; TGF-beta stimulated, 500 pg/mL final; AID 588855; 410,000 compounds, 1.2% hits; Potency, µM (top dose mostly 46.1 µM), inactives show at the highest dose activity, negative = inhibition, most hits filed as inhibitors; note: potency is the fitted concentration of half-maximal effect; % is set by controls: 0 for no effect and ±100 for the full control effect; nearly all actives have a fitted effect of over 65% in size
#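 Per well, imaged GFP fluorescence of HEPG2 CAGA-GFP cells gives the signal; cells get compound, then TGF-beta (500 pg/mL final), 18 h at 37 degrees C; %Activity versus -TGF-beta and +DMSO controls.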
# ATXN2 expr inh – inhibitors of ATXN2 expression | HEK-293 ATXN2-luciferase reporter, luminescence, 24 h | Potency, µM (top dose mostly 57 µM), for the others: at the highest dose activity change, negative = inhibition, hits mostly inhibitors | 360,000 compounds, 0.72% hits | AID 1745845; note: potency is the fitted concentration of half-maximal effect; % is set by controls: 0 for no effect and ±100 for the full control effect; nearly all actives have a fitted effect of over 55% in size
#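 qHTS (up to 57 uM final) was run with 24 h compound exposure of reporter cells at 37 °C. Each well was multiplexed: SteadyGlo luminescence measured ATXN2-luciferase expression after a fluorogenic Gly-Phe-AFC viability readout (25 uM final).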
# IL1B secr inh – blocks inflammasome-driven IL-1 beta release | AID 743279 | THP-1 LPS/ATP IL-1B secretion, AlphaLISA, 16 h; active compounds read low | 360,000 compounds, 4.7% hits | activity change, % at 57.5 µM; in the data active = activity change below about -50%; inconclusive = mostly about -30% to -49%; note: % is set by controls: 0 for no effect and ±100 for the full control effect
#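 THP-1 cells pretreated 1 hr with compounds (up to 57.5 uM final), then stimulated with LPS (250 ng/mL final) plus ATP (1.25 mM final); secreted IL-1B measured by AlphaLISA after 16 hr, decreased signal indicating inhibition.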
# Nrf2 block – Nrf2 pathway inhibition. A549 ARE-Fluc reporter, luciferase luminescence, 18-24 h. AID 504444. 360,000 compounds, 2.1% hits. Potency, µM (top dose mostly 46 µM), for the others: at the highest dose activity change, negative = inhibition, most hits filed as inhibitors; note: potency is the fitted concentration of half-maximal effect; % is set by controls: 0 for no effect and ±100 for the full control effect; nearly all actives have a fitted effect of over 60% in size
#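 Nrf2 activity is the BugLite luminescence, read 15 min after reagent at room temperature, following CellTiter-Fluor cytotoxicity readout (30 min, 37C). Compound titrations were applied for 18-24 h to 5000 A549 ARE_Fluc cells/well in 5% FBS OPTI-MEM.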
# S2 tox – cell viability loss in ATXN counter-screen. S2 cells (HEK-293 line with an ATXN2-luciferase reporter) viability, CellTiter-Fluor protease fluorescence, 24 h. Potency, µM (highest dose often 56.7 µM), most hits filed as cytotoxic. 400,000 compounds, 0.49% hits. AID 651635; note: potency is the fitted concentration of half-maximal effect; nearly all actives have a fitted effect of over 40% in size
# MCF10A rerep – induces DNA re-replication in MCF 10a normal breast cells; MCF 10A DNA re-replication, Hoechst nuclear intensity, 48 h; 350,000 compounds, 2.9% hits; AID 624296; Potency, µM (titrated, usually from 46.1 µM), for inactives: top-dose activity, positive = re-replication, hits mostly activators; note: potency is the fitted concentration of half-maximal effect; % of control where 0% means no effect; nearly all actives have a fitted effect of over 50% in size
# A549 tox – counter-screen for Nrf2 inhibitors: cytotoxicity in A549 cells | A549 ARE-Fluc cells, CellTiter-Fluor viability, 18-24 h | Potency, µM (series often up to 46 µM), for inactives: top-dose activity change, negative = cytotoxicity, usual class: inhibitors | 390,000 compounds, 0.16% hits; note: potency is the fitted concentration of half-maximal effect; % is set by controls: 0 for no effect and ±100 for the full control effect
#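 A549 ARE_Fluc cells in 5% FBS OPTI-MEM were exposed to compounds in concentration-response for 18-24 h at 37 deg C. Viability was read by CellTiter-Fluor fluorescence (Ex 405/Em 525) after 30 min, before the luciferase read.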
# Nrf2 activator – activators of Nrf2 (ARE) signaling; AID 624171; AREc32 ARE-luciferase reporter (MCF7-derived line), luminescence, 24 h; Potency, µM (series often up to 46.1 µM), for the others: top-dose activation, hits mostly activators; 410,000 compounds, 0.31% hits; note: potency is the fitted concentration of half-maximal effect; % of control where 0% means no effect; nearly all actives have a fitted effect of over 65% in size
#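 Reporter line AREc32 (ARE-Fluc), seeded overnight in OPTI-MEM with 5% FBS; compound pin-transferred, 24 hr at 37 deg C, 5% CO2; luminescent read-out.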
# HepG2 viability – kills HepG2 cells in TGF-b inhibitor counter-screen | Potency, µM (series often up to 46.1 µM), for inactives: at the top dose activity change, negative = cytotoxicity, usual class: cytotoxic | HepG2 CAGA-GFP viability, ATP luminescence, 18 h | 410,000 compounds, 0.76% hits; note: potency is the fitted concentration of half-maximal effect; some results filed as inactive show a strong effect at the top dose
#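 HepG2 CAGA-GFP cells (1000/well, DMEM with 1% FBS) received compound, then TGF-beta at 500 pg/mL final, and were incubated 18 hours at 37 degrees C. Viability was read by CellTiter-Glo luminescence. Media-only wells were set as complete cell-killing and DMSO as no toxicity.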
# * hit, by the source's call; i = inactive; ? = inconclusive; / = no result given. Unless noted, calls come from the whole dose curve; as a rule, active = well fitted curve in the direction sought with a large enough effect; inconclusive = small, poorly fitted or top-dose-only effect, or another doubt; inactive = no such curve, though single readings can be large; an effect the other way counts as inactive or inconclusive.
cpd	structure	TGFb inhibitor	ATXN2 expr inh	IL1B secr inh	Nrf2 block	S2 tox	MCF10A rerep	A549 tox	Nrf2 activator	HepG2 viability
1	CCOCCCNC(=O)C(NC(=O)CNC(C)=O)c1ccc(C)cc1 (stereo unspecified)	1%	2%	0	4%	i	0%	-2%	-0.2%	-13%
2	COc1ccccc1/C=C/C=N/NC(=O)CCC1C(=O)NN=C1C (stereo unspecified)	0%	-3%	0	-1%	i	?	1%	0.0%	12%
3	Cc1ccc(C(=O)Nc2cccc(C(F)(F)F)c2)cc1NC(=O)c1c[nH]c2cc(C(F)(F)F)ccc2c1=O	7%	11%	38	15%	i	-2%	-1%	-1.0%	0%
4	Cc1[nH]n2c(=O)cc(-c3ccc([N+](=O)[O-])cc3)nc2c1-c1ccccc1	?	20µM*	37	?	?	?	-28%	-0.9%	-56%
5	COc1ccc(CN2CCC(n3nccc3NC(=O)C3CC3)CC2)c(OC)c1OC	11%	2%	32	12%	i	-7%	2%	0.4%	4%
6	CCCCC1(C(=O)OC)NC(c2ccc(O)cc2)C2C(=O)N(c3ccccc3)C(=O)C21 (stereo unspecified)	-14%	-15%	0	0%	i	-1%	-11%	0.1%	-21%
7	COC(=O)c1[nH]c2cccc(OC)c2c1NC(=O)CN1CCC(C(N)=O)(N2CCCCC2)CC1	-2%	-1%	23	5%	i	0%	3%	2.8%	-2%
8	C#CCOCCOCCOCCNc1nc(N2CCN(C(=O)[C@H](C(C)C)n3cc(CCO)nn3)CC2)nc(N2CCN(C(=O)[C@H]([C@@H](C)CC)n3cc(CCCCN)nn3)CC2)n1	-2%	11%	-6	8%	i	6%	14%	2.2%	-6%
9	CCC(C(=O)NC1CCCCC1)N(Cc1cccs1)C(=O)c1snc(C(N)=O)c1N (stereo unspecified)	23%	7%	-10	6%	i	?	-13%	-0.4%	9%
10	CCCCNC(=O)CS(=O)Cc1nc(-c2ccc(C)cc2)oc1C (stereo unspecified)	2%	-3%	-12	-5%	?	8%	-6%	0.4%	0%
11	CCCCN1C(=O)C(CC(=O)NCc2cccs2)CC(C(=O)N(C(C)C)C(C)C)=C1C (stereo unspecified)	-2%	-4%	8	/	i	/	/	-1.2%	0%
12	CC1=NN(C(C#N)c2ccccc2O)C(C)(C)C1 (stereo unspecified)	-15%	28%	18	-5%	i	1%	4%	0.4%	4%
13	COc1ccc(N2CCN(c3cc(C)c4ccccc4n3)CC2)cc1	-1%	-33%	-16	-22%	i	?	2%	2.8%	-3%
14	CN1C(=O)COc2ccc(C(=O)c3ccccc3C(=O)O)cc21	-18%	15%	0	-12%	i	0%	0%	-0.2%	12%
15	CC(Nc1ccc(S(=O)(=O)N2CCN(C)CC2)cc1[N+](=O)[O-])c1ccccc1 (stereo unspecified)	-1%	6%	-13	-1%	i	?	-4%	0.0%	-26%
16	COC(=O)c1ccc(C(=O)OC)c(NC(=O)c2cnn3c(C(F)F)cc(-c4ccc(C)cc4)nc23)c1	-2%	-8%	/	14%	i	/	7%	-0.2%	-14%
17	O=C(Nc1ccc(CN2CCCCC2)cc1)c1cc(Br)ccc1Cl	0%	-12%	?	-10%	i	32%	-2%	5.2%	-23%
18	Cc1cc(C)cc(NC(=O)N2CCCN(Cc3c(F)cccc3Cl)CC2)c1	1%	-4%	?	0%	i	?	0%	0.0%	10%
19	Cc1cc(C)n(-c2nc3sc4c(c3c3nnc(SC(C)C)n23)CC(C)(C)OC4)n1	2%	-13%	0	?	i	-1%	11%	1.8%	-2%
20	COC(=O)c1ccc(C)c(NS(=O)(=O)c2cn(C)nc2C)c1	-1%	5%	12	9%	i	6%	0%	-0.7%	3%
21	CCNC(=O)c1ccc(NC(=O)CC2SC(N3CCCCC3)=NC2=O)cc1 (stereo unspecified)	4%	9%	-7	4%	i	12%	2%	0.0%	2%
22	CC(C)CC(NC(N)=O)C(=O)NCc1ccccc1Cl (stereo unspecified)	-1%	5%	-4	0%	i	-1%	-1%	-0.3%	-2%
23	CC(=O)Oc1ccc(N(C(C)=O)S(=O)(=O)c2ccc(Cl)cc2)c2ccccc12	-30%	?	57	11%	i	6%	1%	7.7%	-17%
24	O=C(C1=C[C@H](c2coc3ccccc3c2=O)C[C@H](OCc2ccc(CO)cc2)O1)N1CCOCC1	-26%	2%	-3	8%	i	12%	-1%	0.5%	-10%
25	CC1CCC(N2CCN(c3ncccn3)CC2)CC1 (stereo unspecified)	?	16%	36	1%	i	7%	2%	0.4%	6%
26	Cc1nn(C)c(Cl)c1NC(=O)OCc1ccc(Cl)cc1Cl	?	-17%	-4	16µM*	?	?	1%	-0.1%	-11%
27	CCC(C)NC(=S)N1CCN(Cc2ccccc2)CC1 (stereo unspecified)	-18%	0%	-17	11%	i	5%	1%	-0.2%	-3%
28	CC1=C(C(=O)N2CCCCCC2)CC(CC(=O)NC2CCCC2)C(=O)N1CCC1=CCCCC1 (stereo unspecified)	/	-8%	-13	/	?	/	/	0.3%	/
29	CC(NC(=O)CN1CCCC1)C12CC3CC(CC(C3)C1)C2 (stereo unspecified)	30%	-11%	-8	10%	i	26%	-2%	-0.3%	-13%
30	CCc1ccc(NC(=O)Cn2ccn(-c3ccc(C)c(C)c3)c(=O)c2=O)cc1	-2%	/	/	?	/	/	11%	3.5%	-7%
31	O=C(Cn1ccc2ccccc2c1=O)Nc1ccc2c(c1)OCO2	1%	4%	4	?	i	3%	5%	2.2%	6%
32	C/C(N)=C(/C#N)C(=O)COC(=O)c1ccccc1O	?	12%	20	?	i	-6%	0%	4.1%	12%
33	COc1ccccc1NC(=O)Cn1c(=O)n(-c2cccc(C(C)=O)c2)c(=O)c2c3c(sc21)CN(C(C)=O)CC3	-29%	-1%	/	-2%	i	/	1%	0.5%	0%
34	C=CCN1C(=O)C(O)=C(C(C)=O)C1c1ccccc1F (stereo unspecified)	4%	4%	22	0%	i	-3%	0%	-0.2%	5%
35	CCOc1ccccc1Nc1ncnc2ccc(Br)cc12	18%	0%	20	-21%	i	4%	5%	7.0%	-8%
36	CCOc1ccccc1N(C)C(=O)c1cc(S(=O)(=O)NCc2ccc(C)cc2)ccc1F	?	?	/	/	?	/	-6%	0.6%	-15%
37	CCN(C(=O)CSc1nc2ccccc2c(=O)n1-c1ccc(C)cc1)C1CCS(=O)(=O)C1 (stereo unspecified)	-1%	-14%	-4	-9%	i	-2%	-11%	0.3%	-16%
38	CC(C)c1ccc(NC(=O)COC(=O)CCC(=O)c2cccs2)cc1	14%	6%	6	11%	i	0%	0%	-0.6%	17%
39	CC(O)CNCCNCc1cccs1 (stereo unspecified)	-2%	-3%	40	4%	i	0%	1%	0.0%	14%
40	COc1ccc(N2C(=O)CC(N3CCN(c4ccc(Cl)cc4)CC3)C2=O)cc1 (stereo unspecified)	-3%	-1%	-51*	2%	i	-1%	2%	2.0%	-7%
41	CCc1nn(CC(=O)NCCCN(Cc2ccccc2)C(C)C)c(=O)c2cc3sccc3n12	-8%	-21%	-17	23%	i	10%	-23%	-0.2%	-22%
42	CCOC(=O)c1cccc(NC(=O)CSc2ncc3c(n2)-c2ccccc2N(C)S3(=O)=O)c1	0%	4%	/	?	i	/	-2%	4.3%	-1%
43	COc1ccccc1-n1c(C)nc2cc(C(=O)NCc3ccc4c(c3)OCO4)ccc21	-13%	-8%	-66*	-16%	i	17%	3%	-0.2%	9%
44	COc1ccc(CCNC(=O)CN(C)S(=O)(=O)c2ccc(Br)s2)cc1OC	-1%	-11%	-14	-4%	i	?	5%	-0.1%	-2%
45	Cc1ccccc1CC1(CO)CCCN(C(=O)c2ccoc2)C1 (stereo unspecified)	6%	/	18	/	i	/	/	-0.8%	4%
46	COc1ccc(CNC(=O)C(=O)NCC(c2cccnc2)N2CCN(c3ccccc3F)CC2)cc1 (stereo unspecified)	?	?	/	21%	i	/	0%	0.3%	-31%
47	CN(C)CCCNC(=O)c1cc(C(=O)c2c(Cl)cccc2Cl)c[nH]1	0%	-3%	-20	-12%	i	16%	3%	-0.3%	0%
48	CC(NC(=O)c1ccc2c(c1)N(Cc1ccc(Cl)cc1)C(=O)c1ccccc1S2(=O)=O)c1ccccc1 (stereo unspecified)	0%	3%	/	9%	i	/	3%	0.5%	4%
49	CCn1nc(C)cc1C(=O)Sc1cccc(Br)c1	?	-2%	-102*	-25%	i	?	0%	1.6%	20µM*
50	NS(=O)(=O)c1ccc(CCNC(=O)C2(S(=O)(=O)c3ccc(Cl)cc3)CC2)cc1	7%	-18%	34	8%	i	4%	8%	-0.2%	1%
51	Cc1nnc(SCCN2C(=O)c3ccccc3C2=O)[nH]c1=O	14%	-10%	23	/	i	-1%	1%	-0.6%	-2%
52	Cc1ccc2cc(CN(Cc3ccco3)C(=O)NCc3ccccc3)c(=O)[nH]c2c1C	?	-8%	?	?	i	25%	-19%	3.3%	-9%
53	COc1ccccc1C(=O)Nc1ccc2c(c1)CCCN2C(=O)c1ccccc1	2%	-14%	-5	?	i	3%	0%	2.8%	13µM*

# Three entries from above, sorted by formula weight, lowest first:
cpd	structure	TGFb inhibitor	ATXN2 expr inh	IL1B secr inh	Nrf2 block	S2 tox	MCF10A rerep	A549 tox	Nrf2 activator	HepG2 viability
53	COc1ccccc1C(=O)Nc1ccc2c(c1)CCCN2C(=O)c1ccccc1	2%	-14%	-5	?	i	3%	0%	2.8%	13µM*
7	COC(=O)c1[nH]c2cccc(OC)c2c1NC(=O)CN1CCC(C(N)=O)(N2CCCCC2)CC1	-2%	-1%	23	5%	i	0%	3%	2.8%	-2%
8	C#CCOCCOCCOCCNc1nc(N2CCN(C(=O)[C@H](C(C)C)n3cc(CCO)nn3)CC2)nc(N2CCN(C(=O)[C@H]([C@@H](C)CC)n3cc(CCCCN)nn3)CC2)n1	-2%	11%	-6	8%	i	6%	14%	2.2%	-6%

# Assay outcomes: PubChem BioAssay, National Center for Advancing Translational Sciences (NCATS)
